Assay outcomes from PubChem BioAssay.
PRC2 inh: blocks human EZH2/PRC2 H3K27 methylation. DELFIA TRF, 1 h. inhibition, % at 12.5 µM. 0.35% of 57,000 active;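 active = mean inhibition of replicates at least 50% and every single replicate also reaching 50%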;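 also: dimethyl H3K27 on biotinylated H3 21-44 peptide detected by antibody; plate controls were median neutral control wells for no effect and median positive control wells for full effect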
IDH1 mut inh: blocks human IDH1 R132H reductase activity | diaphorase/resazurin fluorescence, 60 min | inhibition, % at 10 µM | 0.18% of 70,000 active | AID 624101; in the data active = inhibition above about 34%;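 also: 0% = DMSO and 100% = no enzyme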
Target sequence (O75874 whole entry R132H): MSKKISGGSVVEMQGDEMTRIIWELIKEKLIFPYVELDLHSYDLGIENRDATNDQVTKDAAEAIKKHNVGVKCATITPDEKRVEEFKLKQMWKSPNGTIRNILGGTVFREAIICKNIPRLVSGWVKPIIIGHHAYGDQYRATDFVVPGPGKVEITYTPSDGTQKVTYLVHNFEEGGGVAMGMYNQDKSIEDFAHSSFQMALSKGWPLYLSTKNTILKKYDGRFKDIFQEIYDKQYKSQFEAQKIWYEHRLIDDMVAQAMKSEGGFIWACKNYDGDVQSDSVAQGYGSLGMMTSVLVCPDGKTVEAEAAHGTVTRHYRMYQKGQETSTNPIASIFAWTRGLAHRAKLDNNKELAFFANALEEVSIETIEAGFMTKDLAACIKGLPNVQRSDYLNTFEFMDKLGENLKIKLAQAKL
The depositor's hits bear a star; . = no result given.

SMILES	PRC2 inh	IDH1 mut inh
C[C@H](CO)N1C[C@H](C)[C@H](CN(C)CC2CC2)Oc2ccc(NS(=O)(=O)c3cn(C)cn3)cc2CC1=O	.	0.7
O=C(Nc1ccc2c(c1)[C@H]1C[C@@H](CC(=O)N3CCOCC3)O[C@@H](CO)[C@H]1O2)Nc1ccccc1F	-4.3	-0.6
C[C@@H]1CN([C@H](C)CO)S(=O)(=O)c2ccc(C#CC3CC3)cc2O[C@@H]1CN(C)C(=O)c1cccc(F)c1	5.1	-2.5
C[C@@H]1CN([C@H](C)CO)S(=O)(=O)c2ccc(C#CCN(C)C)cc2O[C@H]1CN(C)Cc1ccc(F)cc1	7.1	-3.8
CS(=O)c1ccc(-c2nc(-c3ccc(F)cc3)c(-c3ccncc3)[nH]2)cc1 (centres undefined)	.	1.6
C[C@@H]1CN([C@@H](C)CO)C(=O)CCCn2cc(nn2)CO[C@H]1CN(C)Cc1ccc(C(F)(F)F)cc1	-3.6	1.6
C[C@H]1CCCCO[C@@H](CN(C)C(=O)CCCN(C)C)[C@@H](C)CN([C@@H](C)CO)C(=O)c2cc(NS(=O)(=O)c3ccccc3)ccc2O1	.	1.0
COCC(=O)N(C)C[C@H]1Oc2cc(C#CC(C)(C)O)ccc2S(=O)(=O)N([C@H](C)CO)C[C@H]1C	2.0	-1.3
COc1ccc(-c2nnc(SCC(=O)c3cccc([N+](=O)[O-])c3)n2C)cc1	-6.2	0.0
C[C@@H]1CN([C@@H](C)CO)S(=O)(=O)c2ccc(-c3ccccc3)cc2O[C@H]1CN(C)S(=O)(=O)c1ccccc1F	.	-0.3
CO[C@H](CN(C)Cc1cc(F)ccc1F)[C@@H](C)CN(C(=O)Nc1ccc(F)cc1)[C@@H](C)CO	2.5	-0.6
C[C@@H]1CN([C@H](C)CO)C(=O)c2cc(NC(=O)C3CC3)ccc2O[C@H]1CN(C)S(C)(=O)=O	3.9	.
CCOC(=O)C1=C(C)NC(C)=C(C(=O)OC)C1c1cccc([N+](=O)[O-])c1 (centres undefined)	.	-0.1
CCCN(C)C[C@@H]1OCCCC[C@H](C)Oc2ccc(NC(=O)C3CCCCC3)cc2C(=O)N([C@H](C)CO)C[C@@H]1C	.	2.5
O=C(CN1CCOCC1)NCC[C@H]1CC[C@@H](NS(=O)(=O)c2ccc(F)cc2)[C@@H](CO)O1	5.5	-0.4
COCCOC(=O)N1C(=O)[C@@]2(c3ccccc31)[C@H](C(=O)N1CCN(c3ncccn3)CC1)[C@H]1C(=O)O[C@H](c3ccccc3)[C@H](c3ccccc3)N1[C@@H]2c1ccc(OCCO)cc1	-13.6	.
Cc1cc(C)c(NC(=O)CSc2nnc(-c3ccncc3)n2C)c([N+](=O)[O-])c1	2.2	-0.1
CCC(=O)N(C)C[C@H]1Oc2cc(C#CC(C)C)ccc2S(=O)(=O)N([C@@H](C)CO)C[C@H]1C	3.1	0.0
C[C@@H]1CN([C@H](C)CO)C(=O)c2cc(-c3ccncc3)cnc2O[C@H]1CN(C)C(=O)Nc1ccc2c(c1)OCO2	.	-0.6
O=C(COc1ccc2ccccc2c1Br)NCc1cccnc1	6.0	0.6

Individual results from above:
CCOC(=O)C1=C(C)NC(C)=C(C(=O)OC)C1c1cccc([N+](=O)[O-])c1 (centres undefined) in IDH1 mut inh is entered as -0.1
O=C(CN1CCOCC1)NCC[C@H]1CC[C@@H](NS(=O)(=O)c2ccc(F)cc2)[C@@H](CO)O1 in IDH1 mut inh is entered as -0.4
C[C@H]1CCCCO[C@@H](CN(C)C(=O)CCCN(C)C)[C@@H](C)CN([C@@H](C)CO)C(=O)c2cc(NS(=O)(=O)c3ccccc3)ccc2O1 in IDH1 mut inh is entered as 1.0

Later entries:
SMILES	PRC2 inh	IDH1 mut inh
O=C(CCCCC(=O)N/N=C/c1ccccc1C(=O)O)NO	16.2	.
CC(=O)Nc1ccc(NC(=O)CN(c2ccc(Br)c(C)c2)S(C)(=O)=O)cc1	-1.5	-0.4
C[C@@H]1CCCCO[C@@H](CN(C)S(=O)(=O)c2ccc(F)cc2)[C@H](C)CN([C@@H](C)CO)C(=O)c2cc(NS(=O)(=O)c3ccc(Cl)cc3)ccc2O1	.	1.2
CC(=O)N[C@H]1CC[C@H](CCNC(=O)Nc2ccc(C(F)(F)F)cc2)O[C@H]1CO	-2.3	0.1
C[C@H]1CN([C@@H](C)CO)C(=O)c2cc(C#CC(C)(C)O)cnc2O[C@H]1CN(C)C(=O)CN(C)C	-3.5	0.1
COCC(=O)N(C)C[C@@H]1Oc2cc(-c3ccncc3)ccc2S(=O)(=O)N([C@H](C)CO)C[C@H]1C	-9.1	-0.2
COCC(=O)Nc1ccc2c(c1)C(=O)N(C)C[C@@H](OC)[C@H](C)CN(CC1CC1)[C@H](C)CO2	-5.7	0.6
C[C@@H]1CN([C@H](C)CO)C(=O)c2cc(NS(C)(=O)=O)ccc2O[C@H]1CN(C)C(=O)NC1CCCCC1	5.5	1.7
C[C@@H]1CN([C@@H](C)CO)C(=O)c2cc(C3=CCCCC3)cnc2O[C@H]1CN(C)Cc1cccnc1	.	0.1
COc1c(O)cc2c(c1O)C(=O)OC(C)C2O (centres undefined)	.	0.3
COc1ccc(NC(=O)Nc2ccc3c(c2)C(=O)N([C@@H](C)CO)C[C@H](C)[C@@H](CN(C)S(=O)(=O)c2cn(C)cn2)O3)cc1	.	0.1
C[C@H](CO)N1C[C@H](C)[C@@H](CN(C)C)Oc2ccc(NC(=O)c3ccncc3)cc2C1=O	-1.4	1.9
CN(C)C(=O)C[C@H]1CC[C@@H](NC(=O)NC2CCCCC2)[C@H](CO)O1	0.0	0.0
Cc1ccccc1S(=O)(=O)N(C)C[C@H]1OCc2cnnn2CCCC(=O)N([C@@H](C)CO)C[C@H]1C	8.0	3.1
C[C@H]1CN([C@@H](C)CO)C(=O)c2cccc(NC(=O)CCCCCC(=O)Nc3ccccc3N)c2O[C@H]1CN(C)S(=O)(=O)c1ccc(F)cc1	-14.7	.
COc1ccc(S(=O)(=O)Nc2ccc3c(c2)C(=O)N([C@@H](C)CO)C[C@H](C)[C@H](CN(C)C(=O)NC(C)C)O3)cc1	.	1.0
C[C@H]1CN([C@@H](C)CO)C(=O)c2cccc(NS(=O)(=O)c3cccs3)c2O[C@H]1CN(C)S(C)(=O)=O	.	1.1
O=C(NCC[C@@H]1CC[C@@H](NS(=O)(=O)c2cccc(F)c2)[C@H](CO)O1)c1cnccn1	5.4	-0.1
CC1(C)CC[C@@]2(C(=O)O[C@@H]3O[C@H](CO)[C@@H](O)[C@H](O)[C@H]3O)C(C1)C1=CCC3[C@@]4(C)CC[C@@H](O[C@@H]5O[C@H](C(=O)O)[C@@H](O[C@@H]6OC[C@@H](O)[C@H](O)[C@H]6O)[C@H](O)[C@H]5O)C(C)(C)C4CC[C@@]3(C)[C@]1(C)C[C@H]2O (some centres undefined)	24.5	-0.2
CO[C@@H]1CN(C)C(=O)c2cc(NS(=O)(=O)c3ccc(Cl)cc3)ccc2OC[C@H](C)NC[C@@H]1C	3.4	0.2
C[C@@H]1CN([C@H](C)CO)C(=O)c2cc(NC(=O)Nc3ccccc3)ccc2O[C@H]1CN(C)S(=O)(=O)c1cn(C)cn1	.	-2.3
CC(C)NC(=O)Nc1ccc2c(c1)C(=O)N([C@H](C)CO)C[C@H](C)[C@@H](CN(C)C(=O)Nc1cccc3ccccc13)OCCCC[C@H](C)O2	.	-0.7
CCOC(=O)C(C)Sc1nnc2c3ccccc3n(C)c2n1 (centres undefined)	9.9	-0.3
C[C@H]1CN([C@@H](C)CO)C(=O)Cc2cc(NC(=O)Nc3ccc4c(c3)OCO4)ccc2O[C@H]1CN(C)C(=O)NC1CCCCC1	.	-0.3
C[C@@H]1CN([C@@H](C)CO)C(=O)c2cc(NS(=O)(=O)c3ccc(F)cc3)ccc2O[C@@H](C)CCCCO[C@@H]1CN(C)C	2.5	-1.1
C[C@@H]1CN([C@@H](C)CO)C(=O)c2cc(NC(=O)Nc3ccc4c(c3)OCO4)ccc2O[C@@H]1CN(C)C(=O)Nc1ccccc1	.	0.3
C[C@@H]1CCCCO[C@H](CN(C)S(=O)(=O)c2ccc(Cl)cc2)[C@@H](C)CN([C@H](C)CO)C(=O)c2cc(NC(=O)C3CCCCC3)ccc2O1	.	-3.9
C[C@@H]1CN([C@H](C)CO)C(=O)c2cc(-c3ccccc3)cnc2O[C@@H]1CN(C)Cc1ccccc1	9.4	-0.3
C[C@@H]1CN([C@@H](C)CO)S(=O)(=O)c2ccc(-c3cncnc3)cc2O[C@@H]1CN(C)C	7.1	2.8
CO[C@H]1CN(C)C(=O)c2cc(NS(=O)(=O)c3c(C)noc3C)ccc2OC[C@H](C)NC[C@@H]1C	-1.4	0.1
C[C@H]1CN([C@@H](C)CO)C(=O)c2cc(NC(=O)Nc3ccc4c(c3)OCO4)ccc2O[C@H]1CN(C)S(=O)(=O)c1cccs1	.	-1.5
O=C(NCC[C@H]1CC[C@H](NS(=O)(=O)c2cccc(F)c2)[C@@H](CO)O1)C1CCOCC1	1.0	-0.2
C[C@@H]1CN([C@@H](C)CO)C(=O)c2cccc(NC(=O)Nc3ccc4c(c3)OCO4)c2O[C@H]1CN(C)C(=O)Nc1ccc(F)cc1	.	1.3
C[C@H]1CN([C@@H](C)CO)S(=O)(=O)c2ccc(-c3ccc(C#N)cc3)cc2O[C@H]1CN(C)Cc1cccc(F)c1	17.1	-0.4
C[C@@H]1CN([C@@H](C)CO)C(=O)c2cc(NC(=O)c3ccncc3)ccc2O[C@@H](C)CCCCO[C@@H]1CN(C)C	10.7	1.6
COc1cccc(C#Cc2cnc3c(c2)C(=O)N([C@@H](C)CO)C[C@H](C)[C@H](CN(C)C(=O)C2CC2)O3)c1	-1.2	.
O=C(CCn1cnc2ccccc2c1=O)Nc1ccccc1Br	-11.4	0.7
O=C(COc1ccccc1[N+](=O)[O-])Nc1ccc2oc(-c3cccc(Br)c3)nc2c1	-3.2	-0.1
C[C@H](CO)N1C[C@H](C)[C@H](CN(C)C)Oc2ncc(-c3cccc(C#N)c3)cc2C1=O	9.7	-0.1
O=C(Cn1cnc2ccccc2c1=O)Nc1cccc(C(=O)c2ccccc2)c1	-4.4	-0.3
C[C@@H]1CN([C@@H](C)CO)C(=O)c2cc(NC(=O)Cc3ccccc3)ccc2O[C@H]1CN(C)Cc1ccncc1	-0.7	0.4
O=C(CN1CCOCC1)NCC[C@@H]1CC[C@@H](NC(=O)Nc2ccc(Cl)cc2)[C@@H](CO)O1	-1.2	-0.4
COc1cc(NC(=O)CS(=O)(=O)c2ccc(C)cc2)cc(OC)c1OC	24.2	-0.4
Cc1noc(C)c1NC(=O)Nc1ccc2c(c1)CC(=O)N([C@H](C)CO)C[C@H](C)[C@H](CN(C)C(=O)Nc1cccc3ccccc13)O2	.	-2.9
COCC(=O)N(C)C[C@H]1Oc2cc(C#CC3CCCC3)ccc2S(=O)(=O)N([C@@H](C)CO)C[C@@H]1C	-8.3	.
CCNC(=O)C[C@H]1CC[C@H](NC(=O)NC2CCCCC2)[C@H](CO)O1	5.9	-0.1
COc1ccc(NC(=O)N(C)C[C@@H]2Oc3ncc(C#CCN(C)C)cc3C(=O)N([C@@H](C)CO)C[C@H]2C)cc1	-2.4	0.2
COc1ccc(S(=O)(=O)N(C)C[C@@H]2Oc3ncc(/C=C/c4ccccc4)cc3C(=O)N([C@H](C)CO)C[C@H]2C)cc1	-19.5	-0.2
C[C@@H]1CN([C@H](C)CO)C(=O)c2cc(NC(=O)CCN3CCOCC3)ccc2O[C@@H]1CN(C)S(=O)(=O)c1ccc(Cl)cc1	5.5	0.0
C[C@@H]1CN([C@H](C)CO)S(=O)(=O)c2ccc(-c3ccccc3)cc2O[C@@H]1CN(C)Cc1cncnc1	.	-0.6
C[C@H](CO)N1C[C@H](C)[C@@H](CN(C)C(=O)Nc2cccc(F)c2)Oc2ncc(Br)cc2C1=O	-9.5	.
C[C@@H]1CN([C@@H](C)CO)C(=O)c2cc(NC(=O)Cc3ccccc3)ccc2O[C@H]1CN(C)Cc1ccc(Cl)c(Cl)c1	.	-4.2
O=C(C[C@@H]1C[C@H]2c3cc(NC(=O)c4ccc5c(c4)OCO5)ccc3O[C@H]2[C@@H](CO)O1)NCC1CC1	11.1	-0.5
O=C(C[C@H]1C[C@H]2c3cc(NC(=O)NC4CCCC4)ccc3O[C@H]2[C@@H](CO)O1)NC1CCCCC1	14.9	0.1
CO[C@H]1CN(C)C(=O)c2cc(NS(C)(=O)=O)ccc2OC[C@@H](C)N(CC2CC2)C[C@H]1C	-2.4	0.2
COc1ccc(S(=O)(=O)Nc2ccc3c(c2)C(=O)N([C@H](C)CO)C[C@@H](C)[C@@H](CN(C)S(=O)(=O)c2ccc(Cl)cc2)O3)cc1	.	-0.1
C#CCNC(=O)C1=C[C@@H](C2CCCCC2)C[C@@H](OCc2ccc(CO)cc2)O1	-3.1	.
C[C@H]1CN([C@@H](C)CO)C(=O)c2cc(C#CCN(C)C)cnc2O[C@H]1CN(C)C(=O)Cc1ccccc1	-1.1	1.2
O=C(C[C@@H]1C=C[C@H](NC(=O)Nc2ccc3c(c2)OCO3)[C@@H](CO)O1)NCc1ccc(Cl)cc1	-3.4	-0.4

As a short view, part of the list above.
SMILES	PRC2 inh	IDH1 mut inh
O=C(C[C@H]1C[C@H]2c3cc(NC(=O)NC4CCCC4)ccc3O[C@H]2[C@@H](CO)O1)NC1CCCCC1	14.9	0.1
CO[C@H]1CN(C)C(=O)c2cc(NS(C)(=O)=O)ccc2OC[C@@H](C)N(CC2CC2)C[C@H]1C	-2.4	0.2
COc1ccc(S(=O)(=O)Nc2ccc3c(c2)C(=O)N([C@H](C)CO)C[C@@H](C)[C@@H](CN(C)S(=O)(=O)c2ccc(Cl)cc2)O3)cc1	.	-0.1
C#CCNC(=O)C1=C[C@@H](C2CCCCC2)C[C@@H](OCc2ccc(CO)cc2)O1	-3.1	.
C[C@H]1CN([C@@H](C)CO)C(=O)c2cc(C#CCN(C)C)cnc2O[C@H]1CN(C)C(=O)Cc1ccccc1	-1.1	1.2
O=C(C[C@@H]1C=C[C@H](NC(=O)Nc2ccc3c(c2)OCO3)[C@@H](CO)O1)NCc1ccc(Cl)cc1	-3.4	-0.4

These rows are one share of the data, so the mix of outcomes need not match the whole.
